Screening results (PubChem)
D2 antagonist – HTS Assay for Allosteric Antagonists of the Human D2 Dopamine Receptor: Primary Screen for Antagonists; hit rate 2% among 340,000; inhibition, % at 10 µM; HEK293 TREx D2 cells, calcium flux, dopamine EC80; in the data active means inhibition above about 30%; further: 0% is about no effect
Target sequence (P14416 whole entry, looked up): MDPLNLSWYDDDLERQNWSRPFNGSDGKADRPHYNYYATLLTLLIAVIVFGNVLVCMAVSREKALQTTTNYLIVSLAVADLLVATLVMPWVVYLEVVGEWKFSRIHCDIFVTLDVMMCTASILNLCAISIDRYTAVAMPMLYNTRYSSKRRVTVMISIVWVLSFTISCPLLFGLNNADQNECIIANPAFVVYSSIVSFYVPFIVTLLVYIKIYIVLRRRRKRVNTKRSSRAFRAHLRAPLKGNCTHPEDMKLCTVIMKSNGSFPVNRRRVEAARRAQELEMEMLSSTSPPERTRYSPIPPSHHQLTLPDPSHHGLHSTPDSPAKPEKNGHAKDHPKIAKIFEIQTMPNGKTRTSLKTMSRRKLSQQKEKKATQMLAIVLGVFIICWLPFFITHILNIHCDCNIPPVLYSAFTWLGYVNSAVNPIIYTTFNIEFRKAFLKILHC
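Measurement of antagonist activity uses fluorescent calcium dye in inducible HEK293 T-REx D2 cells: 10 s baseline, compound addition with 180 s read, EC80 dopamine addition with a further 180 s read.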
RGS4 inh – Inhibitors of Regulator of G Protein Signaling (RGS) 4: qHTS; Regulator of G-protein signaling 4 (Homo sapiens), P49798; hit rate 0.039% among 390,000; Potency, µM (highest dose often 114 µM), without a hit: top-dose activity change, negative = inhibition, hits mostly inhibitors; Transcreener GDP fluorescence polarization, RGS4-accelerated GTP hydrolysis; further: potency means the concentration at half of the fitted maximal effect; on the % scale 0 is the no-effect control and ±100 the full control effect; nearly all actives have a fitted effect of over 75% in size; some results filed as inactive show a strong effect at the top dose
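MLSMR compounds (23 nl, pin-transferred) preincubated 10 min at room temperature with a 500nM (2x) first reagent, then RGS4 at 900nM (2x) plus Transcreener GDP mix added; fluorescence polarization (620/688 nm) read before and after 90 min at 30 °C.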
Glioma ERSR ind – qHTS for Inducers of the Endoplasmic Reticulum Stress Response (ERSR) in Human Glioma: qHTS | hit rate 0.02% among 420,000 | AID 602332, 2012 | Potency, µM, for the others: top-dose activation, usual class: activators | U87-MG GRP78 promoter luciferase reporter, 16 h; further: potency means the concentration at half of the fitted maximal effect; series mostly up to about 76 µM; % of control where 0% means no effect; nearly all actives have a fitted effect of over 35% in size
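ERSR induction read as luciferase luminescence (Bright-Glo, 10 min at room temperature) in stably transfected human U87-MG glioma cells exposed to compounds for 16 h, using GRP78 as sensor.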
12-LOX inh – Primary qHTS assay for inhibitors of human arachidonate 12S-lipoxygenase (ALOX12): Round 2 | Polyunsaturated fatty acid lipoxygenase ALOX12 (Homo sapiens), P18054 | Potency, µM (titrated, usually from 108 µM), for inactives: at the top dose activity change, negative = inhibition, most hits filed as inhibitors | purified 12hLO, xylenol orange hydroperoxide absorbance | hit rate 1.1% among 580,000 | AID 1671190, 2021; further: potency means the concentration at half of the fitted maximal effect; on the % scale 0 is the no-effect control and ±100 the full control effect
Target sequence (P18054 whole entry, looked up): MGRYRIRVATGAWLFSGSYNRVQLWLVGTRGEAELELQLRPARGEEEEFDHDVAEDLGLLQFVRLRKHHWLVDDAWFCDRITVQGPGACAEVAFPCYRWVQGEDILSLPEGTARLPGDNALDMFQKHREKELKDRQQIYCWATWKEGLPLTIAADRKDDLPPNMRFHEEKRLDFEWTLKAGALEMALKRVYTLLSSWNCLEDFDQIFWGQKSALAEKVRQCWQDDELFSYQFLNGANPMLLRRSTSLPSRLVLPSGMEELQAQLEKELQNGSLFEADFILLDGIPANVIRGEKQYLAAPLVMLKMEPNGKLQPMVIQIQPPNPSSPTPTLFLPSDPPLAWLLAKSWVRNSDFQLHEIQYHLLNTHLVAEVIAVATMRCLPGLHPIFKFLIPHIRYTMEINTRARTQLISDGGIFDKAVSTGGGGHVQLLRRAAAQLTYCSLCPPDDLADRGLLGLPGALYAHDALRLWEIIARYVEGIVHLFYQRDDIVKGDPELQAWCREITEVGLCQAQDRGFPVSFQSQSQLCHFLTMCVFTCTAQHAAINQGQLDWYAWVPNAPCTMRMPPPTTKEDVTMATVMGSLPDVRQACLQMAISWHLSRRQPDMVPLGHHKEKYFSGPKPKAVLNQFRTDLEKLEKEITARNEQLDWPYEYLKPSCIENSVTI
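Purified human 12hLO at 150 nM in 25 mM Hepes, 0.01% Triton X-100, pH 7.0, preincubated 15 min at room temperature with compound. Reaction started with 40 uM arachidonic acid, 30 min at room temperature. Hydroperoxide measured by Fe-xylenol orange, 573/405 nm absorbance ratio.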
Vif-A3F inh – qHTS for Inhibitors of Vif-A3F Interactions: qHTS; HeLa A3F-eYFP + Vif (tagged APOBEC3F with the HIV-1 protein that degrades it), YFP fluorescence increase; Potency, µM (highest dose often 46.1 µM), for inactives: top-dose activity, negative = active; hit rate 0.2% among 390,000; AID 602313, 2012; further: potency means the concentration at half of the fitted maximal effect; % of control where 0% means no effect; nearly all actives have a fitted effect of over 65% in size
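Fluorescence increase (Ex 488/Em 500-530) after overnight compound treatment at 37 deg C flags inhibition of Vif-driven A3F-eYFP loss in stable HeLa A3F-eYFP/Vif cells seeded overnight beforehand.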
D2 agonist – HTS Assay for Allosteric Agonists of the Human D2 Dopamine Receptor: Primary Screen for Agonists; D(2) dopamine receptor (Homo sapiens), P14416; HEK293 T-REx D2 cells, calcium flux agonist mode; activation, % at 2 µM; hit rate 0.53% among 340,000; AID 485358, 2010;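 active means activation over 3 SD above normal in the single-dose calcium agonist read, cut at about 30% in these data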; further: 0% is about no effect
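HEK293 Trex D2 cells, tetracycline-induced, o/n 30 C 5% CO2; no-wash Ca dye, RT 30–90 min; 10-cycle baseline, 23 nl cpd added, kinetic Ca read 180 s; agonist hits = positive Ca response.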
LDHA block – qHTS assay for inhibitors of human lactate dehydrogenase | purified LDHA, NADH/diaphorase-resazurin fluorescence; stronger effect = lower value | L-lactate dehydrogenase A chain (Homo sapiens), P00338 | activity change, % (values are at about 110 or 230 µM) | hit rate 0.15% among 480,000; in the data active means activity change below about -30%; inconclusive means mostly about -25% to -30%;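 further: plate controls were DMSO wells for no effect and wells without enzyme for full effect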
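Remaining NADH was detected by diaphorase (0.133 mg/mL) converting 37 µM resazurin to fluorescent resorufin, read at 0 and 20 minutes. The preceding 5-minute room-temperature reaction used 2 nM LDHA, 0.2 mM sodium pyruvate and 0.06 mM NADH at pH 7.4.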
Vif-APOBEC3G blk – qHTS for Inhibitors of Vif-A3G Interactions: qHTS; HeLa A3G-eYFP + Vif (tagged APOBEC3G with the HIV-1 protein that degrades it), YFP fluorescence, overnight; Potency, µM (doses to about 46.1 µM), without a hit: at the top dose activity, negative = active, usual class: inhibitors; hit rate 0.076% among 410,000; AID 602310, 2012;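 further: potency means the concentration at half of the fitted maximal effect; on the % scale 0 is the no-effect control and ±100 the full control effect; nearly all actives have a fitted effect of over 60% in size; hits raise eYFP signal because A3G escapes Vif-driven loss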
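Read-out is eYFP fluorescence (Ex 488/Em 500-530) from Vif-expressing HeLa A3G-eYFP cells; more signal means A3G escaped Vif-mediated degradation. Cells plated overnight, compound pinned in, incubated overnight at 37 deg C.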
ERG-DNA inh – qHTS for Small Molecule Inhibitors of the ERG Ets/DNA interaction. Transcriptional regulator ERG (Homo sapiens), P11308. fluorescence polarization, His-ERG Ets domain / labelled DNA. Potency, µM (doses to about 76.9 µM), without a hit: at the highest dose FP activity, negative = inhibition, actives largely listed as inhibitors. hit rate 0.028% among 370,000. AID 624246, 2012; active means well fitted inhibition curve with a large enough effect in the polarisation, with a control signal flat; inconclusive means small, poorly fitted or top-dose-only effect, or effect the other way, or a change in a side signal; inactive means no such curve, though single readings can be large or run the other way; the % refers to the polarisation;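 further: polarization taken with two DNA probes labelled with fluorescein and Texas red; potency means the concentration at half of the fitted maximal effect; % of control where 0% means no effect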
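His-tagged ERG Ets domain (1 uM in the protein solution; 300mM KCl, 50mM Tris-HCl, 1mM EDTA, 1mM DTT, pH 7.5) received compound, then a probe mix of 5 nM fluorescein-DNA and 100nM Texas-615-DNA. Fluorescence polarization was read for both dyes.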
Starred values were filed as active, the others as inactive; ? = inconclusive; · = no result given; [ ] = dose if it differs, or a comment. Unless noted, the call rests on the fitted dose curve; in most records, active means well fitted curve in the direction sought with a large enough effect; inconclusive means small, poorly fitted or top-dose-only effect, or another doubt; inactive means no such curve, though single readings can be large; an effect the other way counts as inactive or inconclusive. An excerpt; the hit share may differ from the screen's.

SMILES	D2 antagonist	RGS4 inh	Glioma ERSR ind	12-LOX inh	Vif-A3F inh	D2 agonist	LDHA block	Vif-APOBEC3G blk	ERG-DNA inh
COc1ccc(/C=C2\SC(=S)N(CCC(=O)N3CCCCC3CCO)C2=O)cc1 (configuration not stated)	1	-14%	-12%	-15%	1%	0.1	-9	3%	3%
COc1ccc(C(=O)Nc2nc3nccc(-c4ccccc4)n3n2)cc1	2	7%	1%	14%	-1%	0.6	-12	1%	9%
CC1CCCC(NC(=O)COC(=O)/C=C/c2ccco2)C1C (configuration not stated)	2	-27%	-4%	?	-9%	0.0	-4	-4%	?
CC(C)c1ccc(NC(=O)c2n[nH]c(=O)c3ccccc23)cc1	-7	-10%	6%	0%	?	0.2	-5	-11%	2%
CC1=CC(C)(C)N(C(=O)CCl)c2ccccc21	8	-1%	-2%	-15%	-6%	-0.2	-1	2%	-6%
O=C(Nc1ccc(Br)cc1)C1CCN(S(=O)(=O)c2cccc3nsnc23)CC1	·	-15%	2%	-16%	-2%	0.8	2	2%	-2%
CCOc1ccc(C2C(C(N)=O)=C(C)Nc3nc(-c4ccc(OC)cc4)nn32)cc1 (configuration not stated)	·	26%	-2%	-22%	0%	1.8	1	-6%	7%
Cc1cc(C(F)(F)F)c(C#N)c(Sc2ccccc2)n1	23	0%	-2%	0%	0%	0.8	-1	1%	-1%
COC(=O)c1ccc(OCC(=O)c2ccccc2OC)cc1	-10	-20%	1%	20µM*	-4%	-1.1	-4	-1%	-1%
O=C(Nc1ccccc1C(=O)O)c1cc(S(=O)(=O)NCc2ccccc2)ccc1Cl	3	-8%	-4%	?	16%	-1.6	-6	-1%	-8%
COc1ccc(OC)c(NC(=O)Cc2coc3cc(C)cc(C)c23)c1	·	10%	-3%	-15%	-13%	·	-9	-1%	-4%
CC(/C=C1\SC(=S)N(C(C(=O)O)C(C)C)C1=O)=C\c1ccccc1 (configuration not stated)	11	-22%	2%	?	-12%	0.5	-1	2%	-1%
CCOC(=O)C1CCN(C(=O)N2CCOCC2)CC1	-23	-10%	-6%	0%[57.4 µM]	-4%	0.4	-10	1%	0%
C[C@@]12C(=O)N(Cc3ccco3)CC(=O)N1[C@H]1c3cc(Cl)ccc3OC[C@@H]1[C@@H]2c1ccccc1	·	-44%	-5%	?	-9%	·	-2	3%	7%
CN=c1scc(-c2ccccc2F)n1/N=C(\C)c1cccnc1	-8	-7%	3%	-2%	?	-0.7	-1	-1%	1%
CCN(C(=O)COC(=O)C1CC1C)c1c(N)n(Cc2ccccc2)c(=O)[nH]c1=O (configuration not stated)	1	-8%	-4%	-22%	-6%	0.0	-8	3%	-9%
CCc1ccc(NC(=O)CC2C(=O)N(c3ccc(Cl)cc3)C(=O)N2Cc2cccs2)cc1 (configuration not stated)	·	-14%	-2%	-30%	8%	1.3	-5	-1%	5%
c1cc(-c2sc(-c3ccncc3)c(-c3ccncc3)c2-c2ccncc2)ccn1	·	-47%	-5%	?	-8%	·	14	-11%	2%
O=c1[nH]c2ccc(S(=O)(=O)Nc3ccc(-c4nnc5n4CCCCC5)cc3)cc2o1	-13	-13%	-2%	0%	4%	0.1	7	0%	10%
O=C(Nc1ccc2c(c1)C(=O)OC2)c1ccc(F)cc1F	19	-22%	5%	158%[activator]	1%	0.1	-4	1%	7%
COc1ccc(C(=O)NCCS(=O)(=O)N(C)Cc2ccccc2)cc1	16	-9%	-3%	1%	0%	-0.2	-1	2%	1%
CCOC(=O)C1=CSC2=NS(=O)(=O)CCN12	-7	13%	-4%	-12%	-10%	-0.9	-5	-1%	·
COc1ccc(NCc2cc(=O)oc3cc(NC(C)=O)ccc23)cc1	1	4%	10%	6%	14%	0.7	-1	-4%	4%
CC(C)N1CCN(Cc2ccncc2)CC1CCO (configuration not stated)	-37	14%	0%	-3%	1%	0.4	-6	-1%	-5%
CCOc1ccc(C(=O)COC(=O)C2CCN(c3ccc(C(F)(F)F)cn3)CC2)cc1	7	21%	0%	-1%	-26%	0.1	-2	-1%	15%
O=S(=O)(NCc1ccccn1)c1ccccc1	1	-35%	-3%	-26%	4%	-0.6	-3	1%	2%
CCC(C)Sc1ccc([C@H]2N[C@@](CC(C)C)(C(=O)OC)[C@H]3C(=O)N(CC)C(=O)[C@@H]23)cc1 (some centres not stated)	-3	11%	-7%	-13%	-2%	-0.5	-2	2%	-9%
CCn1c(CSc2ncccn2)nnc1SCC(=O)N1CCCCC1	-19	25%	1%	-1%	0%	1.8	-1	0%	5%
CC1CCc2c(C(=O)NCC3CCCO3)csc2C1 (configuration not stated)	·	2%	4%	-14%	0%	·	0	1%	·
Cc1ccc2[nH]cc(CCNC(=O)C3CCCO3)c2c1 (configuration not stated)	9	-20%	0%	10%	7%	0.9	-1	0%	5%
Cc1cccn2c(=O)c3cc(C(=O)NC4CCCCC4)sc3nc12	5	1%	-1%	-18%	-19%	0.0	0	1%	-2%
CC(C)Oc1ccc(CNC(=O)C2CCN(c3nc4ccccc4nc3C(F)(F)F)CC2)cc1	·	4%	-3%	-10%	2%	0.7	0	?	0%
CC(Sc1nccn1C)C(=O)Nc1ccccc1 (configuration not stated)	-6	-8%	-6%	3%	-4%	0.9	-2	-1%	-12%
COc1ccc(CNS(=O)(=O)c2ccc3c(c2)CCN3C(=O)C2CC2)cc1	7	-7%	-2%	24%	0%	-0.1	-6	-5%	11%
COc1ccc(OC)c2nc(-c3cccnc3)ccc12	-8	1%	-2%	10%	3%	0.8	9	-2%	-38%
O=C(NCCOc1ccccc1)C1=CC=CN2CCS(=O)(=O)N=C12	·	-20%	-4%	-4%	6%	·	-8	2%	0%
CC(C)CCn1nnnc1C(c1ccc(F)cc1)N1CCC(C(N)=O)CC1 (configuration not stated)	-17	14%	-4%	-14%	3%	-0.4	-4	3%	-3%
COc1ccc(-c2nc(CS(=O)(=O)CC(=O)NC3CCCCCC3)c(C)o2)cc1	-2	-12%	-3%	-9%	-4%	-2.1	0	6%	-1%
O=C(Nc1cccc(CNCCc2c[nH]c3ccccc23)c1)c1ccccc1Cl	72*	-21%	-5%	?	6%	22	-6	?	12%
O=C(CSc1nnc(SCc2ccc(Cl)cc2)s1)N/N=C/c1c(Cl)cccc1Cl	2	-47%	-3%	-6%	-12%	0.3	-4	1%	-3%
Cc1cc(C)c(C(CC(=O)c2cccs2)C(C#N)C#N)c(C)c1 (configuration not stated)	·	-19%	?	-12%	4%	·	0	-10%	20%
N#C/C(=C\c1ccc(Cl)cc1Cl)c1n[nH]c(Cn2cncn2)n1	6	-3%	2%	95%	1%	0.4	-5	0%	9%
CCOC(=O)N1CCN(S(=O)(=O)c2cccc3cccnc23)CC1	-4	8%	-2%	-6%	·	0.4	-1	-7%	0%
CCOC(=O)C1(C)C=C(Nc2cccc(OC)c2)C(=O)N1c1ccccc1 (configuration not stated)	20	-10%	1%	-21%	6%	-1.5	-3	-2%	0%
Nc1nnc(SCC(=O)NC2CCCCCCC2)s1	11	19%	2%	-10%	5%	0.7	-12	2%	-4%

Laid out differently: 2 of the compounds above.
| smiles | D2 antagonist | RGS4 inh | Glioma ERSR ind | 12-LOX inh | Vif-A3F inh | D2 agonist | LDHA block | Vif-APOBEC3G blk | ERG-DNA inh |
| --- | --- | --- | --- | --- | --- | --- | --- | --- | --- |
| COc1ccc(OC)c2nc(-c3cccnc3)ccc12 | -8 | 1% | -2% | 10% | 3% | 0.8 | 9 | -2% | -38% |
| O=C(NCCOc1ccccc1)C1=CC=CN2CCS(=O)(=O)N=C12 | · | -20% | -4% | -4% | 6% | · | -8 | 2% | 0% |

Additional structures:
SMILES	D2 antagonist	RGS4 inh	Glioma ERSR ind	12-LOX inh	Vif-A3F inh	D2 agonist	LDHA block	Vif-APOBEC3G blk	ERG-DNA inh
Cc1ccc(Cn2c(=O)oc3ccccc32)cc1	-12	32%	-1%	4%	-3%	-0.9	-4	-5%	-7%
CCCc1cc(=O)[nH]c(N2CCN(Cc3ccc4c(c3)OCO4)CC2)n1	21	-18%	-8%	-13%	1%	0.6	1	-1%	11%
COc1ccc(NS(=O)(=O)c2cccc(C(=O)NCC3(N4CCOCC4)CCCCC3)c2)cc1	9	-29%	-2%	-23%	4%	0.1	-2	2%	13%
CC(Sc1nnc(C2CC2)n1C1CC1)C(=O)Nc1cccc(S(=O)(=O)N(C)C)c1 (configuration not stated)	13	2%	-4%	2%	10%	0.9	0	6%	2%
O=C1C(=O)N(CCO)C(c2ccc(Br)cc2)/C1=C(\O)c1ccccc1 (configuration not stated)	-8	33%	-3%	?	1%	1.4	3	3%	15%
COc1ccc(-c2n[nH]c(C(F)(F)F)c2-c2cc3ccccc3o2)c(O)c1	-20	-27%	-1%	?	-3%	1.9	-10	-9%	0%
